BLM inh = qHTS Assay for Inhibitors of Bloom's syndrome helicase (BLM); recombinant BLM DNA unwinding, fluorescence dequenching; Potency, µM (series often up to 56.1 µM), for inactives: at the highest dose activity change, negative = inhibition, usual class: inhibitors; actives 0.2% (n = 350,000); AID 2528, 2010; RecQ-like DNA helicase BLM (Homo sapiens), P54132;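 further: plate controls were vehicle for no effect and no enzyme for full effect; nearly all actives have a fitted effect of over 35% in size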
POLH inh = qHTS for Inhibitors of Polymerase Eta | actives 1.2% (n = 390,000) | DNA polymerase eta (Homo sapiens), Q9Y253 | recombinant Pol eta, fluorescent DNA replication assay | Potency, µM (series often up to 114 µM), without a hit: at the top dose activity change, negative = inhibition, hits mostly inhibitors | AID 588591, 2011; further: on the % scale 0 is the no-effect control and ±100 the full control effect
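Fluorescent replication assay: 50 nM final substrate added after a 15 min room-temperature compound preincubation with 10 nM enzyme. Signal taken at 0 min and again at 10 min.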
Anesthetic bind = qHTS Assay for Identification of Novel General Anesthetics | Ferritin light chain (Equus caballus), P02791 | apoferritin/1-aminoanthracene competitive binding, fluorescence | Potency, µM (titrated, usually from 77.5 µM), without a hit: at the highest dose activity change, negative = displacement, usual class: inhibitors | actives 0.074% (n = 350,000) | AID 485281, 2010; further: on the % scale 0 is the no-effect control and ±100 the full control effect; nearly all actives have a fitted effect of over 20% in size
Target sequence (P02791 2-175 limits assumed): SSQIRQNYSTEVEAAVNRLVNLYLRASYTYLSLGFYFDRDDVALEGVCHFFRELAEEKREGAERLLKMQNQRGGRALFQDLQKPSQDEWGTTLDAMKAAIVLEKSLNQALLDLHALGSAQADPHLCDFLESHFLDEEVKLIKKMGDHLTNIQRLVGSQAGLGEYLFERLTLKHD
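10 uM apoferritin + 50% sat. 1-AMA, PBS; cpd 10 min RT; Ex380/Em535 endpoint; normalized to free probe vs complex; 4-param Hill fit; propofol titration as pos. ctrl.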
Pol kappa inh = qHTS for Inhibitors of Polymerase Kappa; DNA polymerase kappa (Homo sapiens), Q9UBT6; purified Pol kappa, fluorescent DNA synthesis assay, 10 min; Potency, µM (series often up to 107 µM), for the others: top-dose activity, negative = inhibition, most hits filed as inhibitors; actives 0.53% (n = 400,000); further: on the % scale 0 is the no-effect control and ±100 the full control effect
Target sequence (Q9UBT6 whole entry, looked up): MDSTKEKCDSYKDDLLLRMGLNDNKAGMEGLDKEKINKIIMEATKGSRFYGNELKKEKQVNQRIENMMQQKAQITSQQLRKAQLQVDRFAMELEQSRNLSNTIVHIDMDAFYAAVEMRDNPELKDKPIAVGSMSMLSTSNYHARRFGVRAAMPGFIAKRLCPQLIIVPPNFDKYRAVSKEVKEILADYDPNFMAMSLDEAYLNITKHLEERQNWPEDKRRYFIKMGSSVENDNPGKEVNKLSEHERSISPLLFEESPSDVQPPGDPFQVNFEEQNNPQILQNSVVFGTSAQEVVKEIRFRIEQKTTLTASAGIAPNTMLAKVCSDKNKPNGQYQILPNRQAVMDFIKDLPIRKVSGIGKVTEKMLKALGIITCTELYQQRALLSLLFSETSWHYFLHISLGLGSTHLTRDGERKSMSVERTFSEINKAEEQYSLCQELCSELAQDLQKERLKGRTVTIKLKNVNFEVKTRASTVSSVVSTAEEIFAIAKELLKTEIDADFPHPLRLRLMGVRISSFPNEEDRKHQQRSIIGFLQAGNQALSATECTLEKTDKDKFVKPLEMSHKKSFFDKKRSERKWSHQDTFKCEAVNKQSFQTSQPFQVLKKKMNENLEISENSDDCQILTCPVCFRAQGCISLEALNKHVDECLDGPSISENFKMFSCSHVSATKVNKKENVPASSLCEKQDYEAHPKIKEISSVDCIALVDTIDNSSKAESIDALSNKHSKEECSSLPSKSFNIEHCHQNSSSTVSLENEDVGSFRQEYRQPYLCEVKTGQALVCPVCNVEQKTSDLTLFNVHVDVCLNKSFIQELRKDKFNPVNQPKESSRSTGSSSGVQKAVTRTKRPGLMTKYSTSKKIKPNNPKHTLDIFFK
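Fluorescent qHTS in 1536-well format: enzyme (10 nM) and compound sat 15 min at room temperature before 50 nM substrate (final) was added. Signal taken at 0 and 10 min; no-enzyme buffer wells were negative controls.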
Pol beta inh = qHTS Assay for Inhibitors of DNA Polymerase Beta; P06746; Pol beta primer extension/strand displacement, fluorescence kinetic; Potency, µM (series often up to 114 µM), inactives show at the highest dose activity change, negative = inhibition, hits mostly inhibitors; actives 1.3% (n = 340,000); AID 485314, 2010; further: on the % scale 0 is the no-effect control and ±100 the full control effect
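Pol beta (10 nM) was preincubated with compound for 15 min at room temperature. The reaction was then started with 50 nM substrate and read immediately and after a further 10 min at room temperature.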
POLI inh = qHTS for Inhibitors of Polymerase Iota. Pol iota fluorescent replication assay, 10 min. Potency, µM (doses to about 115 µM), for inactives: at the top dose activity, negative = inhibition, usual class: inhibitors. actives 1% (n = 390,000). AID 588590, 2011
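Fluorescent replication assay read twice, at 0 min and 10 min after adding 50 nM (final) substrate. Enzyme (10 nM) and compounds were first incubated 15 min at room temperature; enzyme-free buffer wells were negative controls.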
BAZ2B block = qHTS Assay for Inhibitors of BAZ2B. AID 504333, 2011. Potency, µM (doses to about 114 µM), for the others: at the top dose activity change, negative = inhibition, most hits filed as inhibitors. actives 4.4% (n = 360,000). Bromodomain adjacent to zinc finger domain protein 2B (Homo sapiens), Q9UIF8. AlphaScreen BAZ2B-H3K14Ac peptide displacement; further: on the % scale 0 is the no-effect control and ±100 the full control effect; nearly all actives have a fitted effect of over 60% in size
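Compounds, titrated to a top concentration of 110 uM, were incubated 30 min at room temperature with preformed BAZ2B/acetyl-K14 H3 peptide complex (50 nM each). Proximity signal was measured by AlphaScreen after 20 min with beads.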
G9a block = qHTS Assay for Inhibitors of Histone Lysine Methyltransferase G9a | Histone-lysine N-methyltransferase EHMT2 (Homo sapiens), Q96KQ7 | G9a H3K9 monomethylation, AlphaScreen, 2 h | Potency, µM (series often up to 102 µM), for the others: at the top dose activity, negative = inhibition, usual class: inhibitors | actives 8.8% (n = 350,000); further: on the % scale 0 is the no-effect control and ±100 the full control effect; nearly all actives have a fitted effect of over 75% in size
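Readings reflect AlphaScreen signal from monomethyl-H3K9 antibody detection. HMT at 20 nM; substrate b-H3K9 500 nM; cofactor SAM 20 uM; 2 h RT reaction; compounds tested as titrations in qHTS with 15 min preincubation.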
APE1 inh = qHTS Assay for Inhibitors of the Human Apurinic/apyrimidinic Endonuclease 1 (APE1). actives 0.35% (n = 350,000). recombinant APE1, TAMRA/BHQ-2 abasic DNA cleavage fluorescence. AID 2517, 2012. DNA repair nuclease/redox regulator APEX1 (Homo sapiens), P27695. Potency, µM (highest dose often 65.8 µM), for inactives: at the top dose activity change, negative = inhibition, most hits filed as inhibitors;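 further: plate controls were vehicle for no effect and reference inhibitor for full effect; nearly all actives have a fitted effect of over 55% in size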
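Kinetic fluorescence read (525 ex/598 em nm, three reads 60 s apart) of AP-site incision; signal = third minus first read. Enzyme 0.75 nM, dual-labelled THF duplex 50 nM, compound preincubation 15 min RT.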
Active calls of the source: *; ? = inconclusive; nt = no result given; & = joins results of further samples; [ ] = dose if it differs, or a comment. The call rests on the fitted dose curve; in most records, active means well fitted curve in the direction sought with a large enough effect; inconclusive means small, poorly fitted or top-dose-only effect, or another doubt; inactive means no such curve, though single readings can be large; an effect the other way counts as inactive or inconclusive. Potency means the concentration at half of the fitted maximal effect. A portion of the library; the hit share may differ from the screen's.

SMILES	BLM inh	POLH inh	Anesthetic bind	Pol kappa inh	Pol beta inh	POLI inh	BAZ2B block	G9a block	APE1 inh
Cc1ccccc1C(=O)NC(CC(C)C)C(=O)N1CCN(c2ccccc2)CC1 (centres undefined)	-1%	-21%	-6%	1%	28%	26%	3%	5%	0%
CCCOc1ccc(-c2nnc(N)s2)cc1	0%	8%	-9%	1%	-18%	7%	-7%	-27%[12.7 µM]	2%
CCOC(=O)C1CCN(CC(=O)Nc2cc(S(=O)(=O)N3CCOCC3)ccc2C)CC1	-2%	4%	-6%	-15%	-7%	71%[activator]	79µM*	22µM*	-2%
Cc1ccccc1OCCNCC(C)O (centres undefined)	0%	0%	-1%	-22%	4%	119%[activator]	56µM*	14µM*	6%
CCc1ccc2ncc3c(-c4ccc(F)cc4)nn(CC(=O)NCc4ccccc4)c3c2c1	-4%	-2%	-3%	0%	1%	-12%	-10%	-1%[59 µM]	nt
Cc1cc([N+](=O)[O-])nn1CCCC(=O)N1CCN(c2ccc(F)cc2)CC1	-2%	-16%	-9%	-19%	25%	-14%	8%	17%	2%
Cc1ccsc1C(=O)N(C)CC(=O)Nc1ccccc1Br	nt	-4%	nt	-9%	nt	25%	-5%	-11%	-9%
CCC(=O)c1cc2c(C)cc(=O)oc2c(C)c1O	4%	-8%	-7%	-11%	16%	?	6%	11%	-3%
Cc1ccc2nc(NC(=O)CN(C)S(=O)(=O)c3cccc4nsnc34)sc2c1	0%	-10%	-1%	-3%	-8%	-5%	-4%	-38%[12.7 µM]	-2%
CCN(CC)CCC(c1cc(OC)c(OC)c(OC)c1)c1c(O)cc(OC)cc1OC (centres undefined)	4%&3%	-7%	2%&-10%	-15%&1%	6%	7%&-9%	-2%	-1%[59 µM]	17%&-3%
CCOC(=O)C1=C(C)N=C2SC(C(=O)OC)=CC(=O)N2C1c1cccc(OC)c1 (centres undefined)	2%	-3%	?	-15%	-3%	22%	?	7%	-7%
Cc1cccc(NC(=O)CSc2ccc(C(N)=O)cc2[N+](=O)[O-])c1C	-4%	-10%	-7%	-1%	2%	-1%	0%	-14%[59 µM]	3%
Cc1ccc(CNS(=O)(=O)c2ccc(N3CCCCS3(=O)=O)cc2)cc1	-3%	-22%	0%	-5%[60.1 µM]	-20%	25%	-3%	25%[59 µM]	nt
CSc1nc(O)c(C2OC(=O)c3ccccc32)c(=O)[nH]1 (centres undefined)	3%	3%	-4%	-6%	0%	-1%	-10%	4%[59 µM]	1%
CC1CCc2nc(NC(=O)COc3ccc(C(C)(C)C)cc3)sc2C1 (centres undefined)	-8%	-5%	1%	-10%	-29%	0%	-22%	-45%[59 µM]	nt
Cc1ccc(NC(=O)Cc2sc(C)nc2-c2ccc(C)cc2)cc1	-3%	-24%	?	-14%	-14%	1%	-11%	9%[59 µM]	-4%
COc1ccccc1C(=O)NCC1(N2CCN(C)CC2)CCCCC1	2%	-8%	-12%	-11%	0%	5%	2%	8%[59 µM]	nt
CCc1ccccc1S(=O)(=O)Cc1ccc(C(=O)NCCc2ccc(Cl)cc2)o1	-6%	-17%	-5%	-8%	-20%	13%	-5%	12%[59 µM]	nt
CCN(CC)S(=O)(=O)c1cc(C(=O)Nc2ccc(Cl)cn2)ccc1C	-10%	-4%	?	-2%	5%	3%	-9%	-26%[12.7 µM]	-7%
CN(C)S(=O)(=O)N1CCN(C(=O)c2ccccc2)CC1	-1%	-13%	-4%	-7%	2%	42%[activator]	-3%	19%	0%
COc1ccccc1OCC(=O)NCC1CCCCC1	5%	6%	-8%	-4%	0%	-11%	2%	?	-2%
C[C@H](NC(=O)C1CC(=O)N(c2ccc3c(c2)OCCO3)C1)C(=O)N1CCCCC1 (some centres undefined)	0%	-15%	4%	0%	4%	6%	1%	19%	23%
COc1ccc(C2N(Cc3ccccc3)CCN2Cc2ccccc2)cc1[N+](=O)[O-]	-2%	-10%	-18%	-4%	12%	84%[activator]	?	nt	10%
O=C(COC(=O)Cc1cccc(C(F)(F)F)c1)Nc1ccc2c(c1)OCCO2	-2%	-9%	?	-6%	-1%	-3%	2%	-10%[59 µM]	8%
Cc1cccc(NS(=O)(=O)c2ccc(C3CCCCC3)cc2)n1	-2%	-16%	?	-9%	-1%	4%[58.9 µM]	-24%	?	4%
COc1ccc(CCC(=O)Nc2sccc2C#N)cc1	-7%	3%	-5%	-12%	23%	38%[activator]	nt	?	8%
COc1ccc(Cl)cc1NC(=O)CCc1nnc2ccc(N3CCC4(CC3)OCCO4)nn12	2%	-10%	4%	2%	19%	-4%	-37%	2%	21%
COc1cc2cnncc2cc1OC	-2%	4%	-8%	-7%	-15%	10%	-18%	-6%[59 µM]	-6%
CS(=O)(=O)c1ccc(Cl)c(NC(=O)CSc2nc3ccccc3c(=O)n2Cc2ccco2)c1	nt	0%	nt	-16%	nt	18%	-4%	?	-2%
CCOC(=O)c1c(C)sc(-c2c(-c3ccc(OC)c(F)c3)[nH]c3c2c(=O)[nH]c(=O)n3C)c1O	-4%	0%	?	-7%	-1%	2%	-25%	-2%[59 µM]	nt

Filtered by structure, those above with four or more nitrogen atoms.
SMILES	BLM inh	POLH inh	Anesthetic bind	Pol kappa inh	Pol beta inh	POLI inh	BAZ2B block	G9a block	APE1 inh
CCc1ccc2ncc3c(-c4ccc(F)cc4)nn(CC(=O)NCc4ccccc4)c3c2c1	-4%	-2%	-3%	0%	1%	-12%	-10%	-1%[59 µM]	nt
Cc1cc([N+](=O)[O-])nn1CCCC(=O)N1CCN(c2ccc(F)cc2)CC1	-2%	-16%	-9%	-19%	25%	-14%	8%	17%	2%
Cc1ccc2nc(NC(=O)CN(C)S(=O)(=O)c3cccc4nsnc34)sc2c1	0%	-10%	-1%	-3%	-8%	-5%	-4%	-38%[12.7 µM]	-2%
COc1ccc(Cl)cc1NC(=O)CCc1nnc2ccc(N3CCC4(CC3)OCCO4)nn12	2%	-10%	4%	2%	19%	-4%	-37%	2%	21%

Going on with the list.
SMILES	BLM inh	POLH inh	Anesthetic bind	Pol kappa inh	Pol beta inh	POLI inh	BAZ2B block	G9a block	APE1 inh
CN(C)S(=O)(=O)c1cc(NC(=O)CSc2ncc(C(F)(F)F)cc2Cl)ccc1Cl	-7%	-12%	-4%	-8%	-18%	nt	8%	?	1%
O=C(O)CC(Cc1ccc(Cl)cc1)C(=O)Nc1ccccc1 (centres undefined)	4%	-8%	-3%	0%	19%	12%	-5%	6%[0.501 µM]	-8%
CC(C)Cn1cc(C(=O)NCCCOC(C)C)c2c3ccccc3n(C)c2c1=O	0%	-12%	-9%	5%	23%	12%	-5%	21%[59 µM]	3%
Cc1ccc(NC(=O)CN2CCOCC2)c(Br)c1	-2%	-2%	-5%	-5%	0%	12%	6%	17%[0.501 µM]	13%
Cc1cc(C(=O)Nc2ccc(Br)cc2)cs1	-20%	-25%	-5%	1%	-14%	10%	56µM*	79µM*	-41%
CC(C)N(C(C)C)S(=O)(=O)c1ccc(N2CCc3ccccc3C2)nc1	-10%	-26%	-13%	-6%	1%	67%[activator]	8%	?	-9%
Nc1ccc(S(=O)(=O)NC2(C(F)(F)F)NC(=O)N(c3cccc(Cl)c3)C2=O)cc1 (centres undefined)	0%	5%	-12%	7%	12%	1%	-16%	7%[59 µM]	nt
CN1CCN(NC(=O)c2ccc(Br)c(S(=O)(=O)N3CCOCC3)c2)CC1	5%	-10%	-6%	-10%	18%	-7%	2%	?	1%
Cc1ccc(N=Cc2c(O)n(-c3cc(Cl)ccc3N3CCOCC3)c(=O)c3ccccc23)cc1C	-8%	-13%	-6%	-10%	-25%	11%	-37%	-9%[59 µM]	-3%
Cn1c(CSc2ccccc2)c(C#N)c2ccccc21	-4%	-10%	7%	1%	-6%	20%	42%[activator]	163%[activator]	-10%
Cc1ccc(C(C)C)c(OC(=O)/C=C/c2ccccc2)c1	-11%	-15%	-2%	3%	-18%	17%	142%[activator]	41%[59 µM]	-6%
CC(C)N(Cc1ccccc1)C(=O)CCS(=O)(=O)c1cc2c(cc1Cl)NC(=O)CO2	2%	-12%	-4%	3%	14%	37%[activator]	24%	19%[59 µM]	nt
CC(=O)N1CCC(=O)Nc2ccc([N+](=O)[O-])cc21	-4%	-16%	-2%	-4%	35%	70%[activator]	-9%	-3%[59 µM]	4%
Cc1c(NC(=O)COC(=O)c2c3c(nc4ccccc24)CCCC3)c(=O)n(-c2ccccc2)n1C	2%	-18%	1%	0%	-20%	?	9%	24%[59 µM]	1%
COc1ccc(C(=O)NC(C)C2CC3CCC2C3)c(OC)c1 (centres undefined)	-2%	-14%	-21%	1%	13%	9%	-18%	4%	26%
CCOC(=O)c1ccc(S(=O)(=O)N2CCC(C(=O)NCc3ccccc3OC)CC2)cc1	nt	-13%	nt	-11%	nt	-3%	12%	-3%[12.7 µM]	0%
C/C(=N\NC(=O)c1ccc(Br)o1)c1cc2c(cc1NC(=O)CCC(=O)O)OCO2	-1%	-16%	-5%	1%	-18%	94%[activator]	?	3.2µM*	-15%
COc1ccc(C(OCC(O)CN2CCC(O)CC2)c2ccc(OC)cc2)cc1 (centres undefined)	1%	-15%	-13%	6%	12%	151%[activator]	-14%	-13%	9%
C=CCS/C(N)=N\N=C\c1c(O)ccc2ccccc12	-16%	?	-6%	-19%	-1%	20%	-1%	28%[59 µM]	-9%
Oc1ccc(-c2c(-c3ccccc3)nn3c(C(F)(F)F)cc(C(F)(F)F)nc23)cc1	-15%	nt	-10%	-11%[12 µM]	nt	nt	nt	nt	0%
COc1ccc(OCCOC(=O)c2cccs2)cc1	-2%	-12%	-9%	-13%	10%	-11%	60%[activator]	21%[12.7 µM]	2%

Screening data: PubChem BioAssay, National Center for Advancing Translational Sciences (NCATS)
